Compound activity as filed in PubChem.
KinaseGlo FLuc = counter-screen: inhibitors of Kinase-Glo firefly luciferase; Kinase-Glo luciferase, ATP luminescence, 8 min; actives 0.28% (n = 200,000); Potency, µM (top dose mostly 38.3 µM), for inactives: at the highest dose activity change, negative = inhibition, hits mostly inhibitors; Q27757; also: potency is read from the fitted curve at half-maximal effect; % is scaled to controls: 0 for no effect and ±100 for the full control effect; nearly all actives have a fitted effect of over 60% in size
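Recombinant Kinase-Glo luciferase, 10 uM ATP (linear range), luciferin; imidazole pH 7.2 / KCl / MgCl2 / Tween / BSA buffer; 8 min RT; luminescence.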
CBFb RUNX1 block = inhibitors of human CBF-beta and RUNX1 interaction; AlphaScreen CBFb-His/RUNX1-biotin binding, biochemical; Potency, µM (titrated, usually from 59.8 µM), inactives show at the highest dose activity, negative = inhibition, actives largely listed as inhibitors; 230,000 tested, under 10 active; AID 1477; also: % of control where 0% means no effect
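AlphaScreen binding: CBFb-His and RUNX1-biotin (30 nM each) preincubated 20 min, compound added for 15 min, then nickel and streptavidin beads for 90 min, all at room temperature. Disruption of the interaction by any mechanism counts as activity.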
Lamin A splicing = changes lamin A minigene splicing in HeLa cells; HeLa LMNA splicing GFP/RFP minigene ratio, 48 h; Potency, µM (highest dose often 46.1 µM), for inactives: at the top dose ratio change, negative = inhibition, most hits filed as inhibitors; actives 0.01% (n = 200,000); active = well fitted inhibition curve with a large enough effect in the signal ratio, with a control signal flat, not every such curve was filed as active; inconclusive = small, poorly fitted or top-dose-only effect, or effect the other way, or a change in a side signal; the % refers to the signal ratio; also: potency is read from the fitted curve at half-maximal effect; % is scaled to controls: 0 for no effect and ±100 for the full control effect
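S3 HeLa cells stably expressing lamin A-EGFP splicing minigene plus DsRed2, 600 cells/well, 48 h compound exposure at 37C. Laser-scanning cytometry; analysed as GFP (500-530 nm)/RFP (575-640 nm) total intensity ratio; 0.5% DMSO vehicle.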
aGal spleen mod = alpha-galactosidase A (human) modulation | P06280 | human spleen homogenate, 4MU-alpha-Gal fluorescence, 40 min | Potency, µM (titrated, usually from 80 µM), inactives show top-dose activity change, negative = inhibition, hits mostly inhibitors | actives 0.008% (n = 240,000);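 also: potency is read from the fitted curve at half-maximal effect; 0% = enzyme with vehicle and -100% = no enzyme basal signal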
Target sequence (P06280 32-429 limits assumed): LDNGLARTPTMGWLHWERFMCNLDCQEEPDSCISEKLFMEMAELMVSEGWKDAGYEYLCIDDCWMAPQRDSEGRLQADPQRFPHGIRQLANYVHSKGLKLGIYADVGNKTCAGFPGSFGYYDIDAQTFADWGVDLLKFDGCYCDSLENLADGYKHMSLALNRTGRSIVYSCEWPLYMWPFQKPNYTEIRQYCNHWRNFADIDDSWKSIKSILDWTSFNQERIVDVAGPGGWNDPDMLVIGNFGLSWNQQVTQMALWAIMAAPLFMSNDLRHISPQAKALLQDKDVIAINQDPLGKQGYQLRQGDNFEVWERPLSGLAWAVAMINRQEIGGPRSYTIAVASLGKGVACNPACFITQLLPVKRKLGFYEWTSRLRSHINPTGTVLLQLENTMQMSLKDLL
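Spleen homogenate 1 ug + cpd (titration) + 4-MU-alpha-D-galactopyranoside 1 mM; 37C 40 min; 50 mM citrate/phosphate pH 5.0, 0.01% Tween-20; stop pH 10; fluorescence 365/440; AC50 via Hill.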
NPSR antagonist = blocks cAMP signaling of the human neuropeptide S receptor; Q6W5P4; CHO-NPSR cells, cAMP TR-FRET, antagonist mode; Potency, µM (series often up to 38.3 µM), for inactives: at the top dose activity change, negative = inhibition, actives largely listed as inhibitors; actives 1% (n = 220,000); AID 1461; also: potency is read from the fitted curve at half-maximal effect; % is scaled to controls: 0 for no effect and ±100 for the full control effect; nearly all actives have a fitted effect of over 50% in size; many of its hits are not listed in these tables
Target sequence (Q6W5P4 whole entry, looked up): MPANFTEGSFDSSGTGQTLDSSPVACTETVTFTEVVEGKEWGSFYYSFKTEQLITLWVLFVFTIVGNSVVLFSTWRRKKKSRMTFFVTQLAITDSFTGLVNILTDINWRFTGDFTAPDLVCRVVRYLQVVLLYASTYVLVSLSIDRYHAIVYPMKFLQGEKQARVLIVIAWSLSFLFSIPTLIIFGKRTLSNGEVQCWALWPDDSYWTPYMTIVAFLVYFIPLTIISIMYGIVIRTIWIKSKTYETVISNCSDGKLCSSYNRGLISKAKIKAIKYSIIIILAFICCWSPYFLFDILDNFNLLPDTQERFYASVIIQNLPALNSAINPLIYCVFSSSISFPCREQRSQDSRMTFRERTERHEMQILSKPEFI
IMPase Li inh = cell-permeable IMPase inhibitors with lithium potentiation; CHO-M1 cells, IP1 TR-FRET (IP-One), carbachol + lithium; Potency, µM (series often up to 59.4 µM), inactives show at the top dose activity, negative = IMPase inhibition, actives largely listed as inhibitors; actives 0.35% (n = 210,000); AID 1457;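 also: IP1 builds up when IMPase is blocked and the TR-FRET signal falls; potency is read from the fitted curve at half-maximal effect; plate controls were basal vehicle for no effect and high inhibitor control for full effect; nearly all actives have a fitted effect of over 50% in size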
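CHO cells stably expressing M1 receptor (2000/well, cultured 16–30 h) treated 30 min at 37C with compound plus low lithium. Cytosolic IP1 by TR-FRET (665/620 ratio and 620 channel) after 10 min lysis; AC50 by Hill fit.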
Epigenetic derep = derepresses silenced GFP reporter in murine cells; murine LDR cells, GFP reporter derepression, 30 h; actives 0.2% (n = 280,000); AID 1865; Potency, µM (highest dose often 53.9 µM), inactives show at the highest dose GFP activation, usual class: activators; also: potency is read from the fitted curve at half-maximal effect; % of control where 0% means no effect; nearly all actives have a fitted effect of over 60% in size
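Murine LDR cells carrying a silenced, genomically integrated CMV-driven GFP reporter were exposed to compound for 30 hours at 37 C. After PBS washes, GFP-positive cells (20–120 um objects) were counted by laser-scanning microplate cytometry.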
* = called active by the depositor; [ ] = remark or other dose. Unless noted, calls follow the shape of the dose curve; as a rule, active = well fitted curve in the direction sought with a large enough effect; inconclusive = small, poorly fitted or top-dose-only effect, or another doubt; inactive = no such curve, though single readings can be large; an effect the other way counts as inactive or inconclusive.

Results for Cc1ccc(NC(=O)CN2CCCCCC2)c(Br)c1 ?
KinaseGlo FLuc: 0.3%; CBFb RUNX1 block: 3.2%; Lamin A splicing: 12.1%; aGal spleen mod: -2.2%; NPSR antagonist: -10.7%[46.1 µM]; IMPase Li inh: 12.3%[38.3 µM]; Epigenetic derep: -2.4%

What do the screens show for `O=[N+]([O-])c1c(C(Cl)Cl)nn(-c2ccc(Cl)cc2)c1N1CCCCC1`?
KinaseGlo FLuc: 3.8%; CBFb RUNX1 block: inconclusive; Lamin A splicing: inconclusive; aGal spleen mod: -4.4%; NPSR antagonist: -37.1%; IMPase Li inh: 5.5%; Epigenetic derep: -3.2%

Results for COc1ccc(CNc2nc3ccccc3n2CCN2CCCCC2)c(OC)c1 ?
KinaseGlo FLuc: -5.0%; CBFb RUNX1 block: inconclusive; Lamin A splicing: inconclusive; aGal spleen mod: 1.8%; NPSR antagonist: -21.6%[46.1 µM]; IMPase Li inh: 7.2%[38.3 µM]; Epigenetic derep: 0.2%

Results for Cc1ccc(NC(=S)Nc2ccc(C(C)C)cc2)cc1S(=O)(=O)N1CCCCCC1 ?
KinaseGlo FLuc: 3.3%; CBFb RUNX1 block: -1.6%; Lamin A splicing: inconclusive; aGal spleen mod: 4.1%; NPSR antagonist: -22.0%; IMPase Li inh: 18.7%; Epigenetic derep: 0.9%

What do the screens show for `CCn1ncc2c1C(=O)NC1c3ccccc3C(=O)N21` (stereo not given)?
CBFb RUNX1 block: -0.9%; Lamin A splicing: 6.2%; aGal spleen mod: -9.2%; NPSR antagonist: 7.1%[46.1 µM]; Epigenetic derep: -10.4%

What do the screens show for `CCN(CC)CCOC(=O)c1ccc(NC(=O)C2(c3ccccc3)CCCC2)cc1`?
KinaseGlo FLuc: 0.4%; CBFb RUNX1 block: -0.4%; Lamin A splicing: 10.3%; aGal spleen mod: 6.8%; NPSR antagonist: -2.3%[46.1 µM]; IMPase Li inh: 17.8%[38.3 µM]; Epigenetic derep: -2.3%

How did NS(=O)(=O)c1ccc(CCNC(=O)c2cc(-c3cc(Cl)ccc3O)n[nH]2)cc1 do in these assays?
CBFb RUNX1 block: 15.9%; aGal spleen mod: 7.1%; NPSR antagonist: 21.9%; Epigenetic derep: 4.6%

How did O=C(NNc1ccc(Cl)cc1)c1sccc1Cl do in these assays?
CBFb RUNX1 block: 15.6%; Lamin A splicing: 18.8%[46 µM]; aGal spleen mod: 3.2%; NPSR antagonist: 13.7%; Epigenetic derep: 4.3%

Results for CC(C)(C)C(=O)NC1=NN(c2c(Cl)cc(Cl)cc2Cl)C(=O)C1 ?
KinaseGlo FLuc: -4.4%; CBFb RUNX1 block: 2.6%; aGal spleen mod: -4.0%; NPSR antagonist: 11.2%; IMPase Li inh: 4.9%; Epigenetic derep: -1.1%

Results for CCOc1ccccc1NC(=O)NC(C)c1ccncc1 (stereo not given) ?
CBFb RUNX1 block: 25.5%; aGal spleen mod: 3.1%; NPSR antagonist: -8.2%; IMPase Li inh: -4.6%; Epigenetic derep: -0.1%

What do the screens show for `COC(=O)c1cc(OC)cc(O)c1C(=O)c1c(O)cc(C)cc1O`?
CBFb RUNX1 block: -1.1%; aGal spleen mod: -0.1%; NPSR antagonist: 14.8%; Epigenetic derep: 3.8%

What do the screens show for `CCCCC(=O)N/N=C/c1ccc(N2CCOCC2)c([N+](=O)[O-])c1`?
KinaseGlo FLuc: 1.2%; CBFb RUNX1 block: 1.5%; Lamin A splicing: 6.9%; aGal spleen mod: -4.0%; NPSR antagonist: -0.2%; IMPase Li inh: -0.7%; Epigenetic derep: 0.4%

What do the screens show for `c1cc2c(c(NCc3ccncc3)c1)CCCC2`?
KinaseGlo FLuc: -2.1%; CBFb RUNX1 block: -1.3%; Lamin A splicing: -25.8%; aGal spleen mod: 0.4%; NPSR antagonist: inconclusive; IMPase Li inh: 23.5%[38.3 µM]; Epigenetic derep: -1.0%

How did CC(C)c1cccc2nc3c(c([Si](C)(C)C(C)(C)C)c12)Cn1c-3cccc1=O do in these assays?
KinaseGlo FLuc: -0.6%; CBFb RUNX1 block: 29.5%; aGal spleen mod: inconclusive; IMPase Li inh: 0.4%; Epigenetic derep: -2.5%

What do the screens show for `O=C1OC(OC2CCCCC2)(c2ccccc2)c2ccccc21` (stereo not given)?
KinaseGlo FLuc: 0.9%; CBFb RUNX1 block: 17.0%; Lamin A splicing: 18.5%; aGal spleen mod: -4.5%; NPSR antagonist: inconclusive; IMPase Li inh: 26.3%[38.3 µM]; Epigenetic derep: -1.1%

Results for O=C(Nc1ccc(Br)c(C(F)(F)F)c1)c1ccc(C(F)(F)F)cc1 ?
CBFb RUNX1 block: 21.0%; aGal spleen mod: 0.5%; NPSR antagonist: inconclusive; Epigenetic derep: 1.7%

Results for CCOCCCNC(=O)C1CC(=O)N(C2CCCC2)C1 (stereo not given) ?
KinaseGlo FLuc: -2.2%; CBFb RUNX1 block: 15.2%; Lamin A splicing: 11.6%; aGal spleen mod: -6.9%; NPSR antagonist: 2.3%[46.1 µM]; IMPase Li inh: 11.7%[38.3 µM]; Epigenetic derep: -0.8%

Results for COc1cccc(C2=NO[C@@H]3C(=O)N(Cc4ccccc4)C(=O)[C@H]23)c1OC ?
KinaseGlo FLuc: 1.4%; CBFb RUNX1 block: -18.5%; Lamin A splicing: 4.8%; aGal spleen mod: 13.1%; NPSR antagonist: -8.9%[46.1 µM]; IMPase Li inh: -4.1%[38.3 µM]; Epigenetic derep: 0.7%

Results for O=C(CN(Cc1ccco1)C(=O)c1nsc(Cl)c1Cl)NC1CCCCC1 ?
KinaseGlo FLuc: -5.7%; CBFb RUNX1 block: -1.1%; aGal spleen mod: -3.8%; NPSR antagonist: -2.8%; IMPase Li inh: 9.5%; Epigenetic derep: 1.0%

How did O=C(O)CCCC(=O)Nc1ccc(Cl)c(Cl)c1 do in these assays?
KinaseGlo FLuc: -4.0%; CBFb RUNX1 block: 13.3%; Lamin A splicing: -6.4%; aGal spleen mod: -2.1%; NPSR antagonist: -6.7%[46.1 µM]; IMPase Li inh: 3.6%[38.3 µM]; Epigenetic derep: -2.3%

How did COc1ccc2[nH]c(=O)c(CN(Cc3ccco3)C(=O)c3ccccc3)cc2c1 do in these assays?
KinaseGlo FLuc: -5.0%; CBFb RUNX1 block: 5.4%; Lamin A splicing: inconclusive; aGal spleen mod: 12.7%; NPSR antagonist: inconclusive; IMPase Li inh: 1.0%[38.3 µM]; Epigenetic derep: 1.5%

What do the screens show for `COc1ccccc1OCC(O)Cn1c(=N)n(Cc2ccccc2)c2ccccc21` (stereo not given)?
KinaseGlo FLuc: 0.3%; CBFb RUNX1 block: -2.3%; Lamin A splicing: inconclusive; aGal spleen mod: -13.8%; NPSR antagonist: 4.2%[46.1 µM]; IMPase Li inh: 9.6%[38.3 µM]; Epigenetic derep: -0.8%

What do the screens show for `Cc1ccc(-n2cc(CN(C)Cc3nccn3C)c(-c3ccc(F)cc3)n2)cc1`?
KinaseGlo FLuc: -4.6%; CBFb RUNX1 block: -14.8%; aGal spleen mod: -12.1%; NPSR antagonist: 58.5%; IMPase Li inh: 8.9%; Epigenetic derep: 0.1%

What do the screens show for `CCC(=O)NC1=C(Cl)C(=O)C(NC(=O)CC)=C(Cl)C1=O`?
CBFb RUNX1 block: 7.5%; Lamin A splicing: inconclusive; aGal spleen mod: -10.5%; NPSR antagonist: inconclusive; Epigenetic derep: 0.0%

Results for CC(C)C(=O)N1CCC2(CC1)Oc1ccc(Cl)cc1C(=O)C21CC(c2ccc(Cl)cc2)=NO1 (stereo not given) ?
CBFb RUNX1 block: -6.6%; aGal spleen mod: 4.8%; NPSR antagonist: -10.1%; Epigenetic derep: 3.3%

How did CCOC(=O)C(C(=O)OCC)C1N=C(N)N=C2Oc3ccccc3N21 (stereo not given) do in these assays?
KinaseGlo FLuc: -5.1%; CBFb RUNX1 block: -5.9%; Lamin A splicing: 1.7%; aGal spleen mod: -17.9%; NPSR antagonist: -12.6%[46.1 µM]; IMPase Li inh: 21.2%[38.3 µM]; Epigenetic derep: -1.0%

What do the screens show for `COC(=O)CSc1nnc(CNc2ccc(Cl)cc2)n1Cc1ccccc1`?
KinaseGlo FLuc: -0.8%; CBFb RUNX1 block: 2.3%; Lamin A splicing: 3.5%; aGal spleen mod: 19.6%; NPSR antagonist: -18.4%[46.1 µM]; IMPase Li inh: 1.0%[38.3 µM]; Epigenetic derep: 0.0%

How did CCn1c(C)nc2cc(C(=O)NNC(=S)Nc3ccc(OC)cc3)ccc21 do in these assays?
KinaseGlo FLuc: -0.4%; CBFb RUNX1 block: 7.1%; Lamin A splicing: inconclusive; aGal spleen mod: -5.0%; NPSR antagonist: 1.7%; IMPase Li inh: 17.1%; Epigenetic derep: -4.2%

How did CC(C)Cc1nc(S(=O)(=O)c2ccc(Cl)cc2)c(N2CCOCC2)o1 do in these assays?
KinaseGlo FLuc: -0.4%; CBFb RUNX1 block: 3.9%; Lamin A splicing: 12.3%; aGal spleen mod: -16.6%; NPSR antagonist: -4.1%[46.1 µM]; IMPase Li inh: 16.4%[38.3 µM]; Epigenetic derep: -1.0%

What do the screens show for `O=C(O)c1cccc(NS(=O)(=O)c2ccc3c(c2)OCCCO3)c1`?
KinaseGlo FLuc: 2.7%; CBFb RUNX1 block: -1.2%; Lamin A splicing: -9.4%[46 µM]; aGal spleen mod: -6.4%; NPSR antagonist: 6.5%; IMPase Li inh: 5.8%; Epigenetic derep: -0.3%

What do the screens show for `O=C(CN1C(=O)C2C3C=CC(C3)C2C1=O)Nc1cccc2c1CCCC2` (stereo not given)?
KinaseGlo FLuc: -4.8%; CBFb RUNX1 block: -2.8%; Lamin A splicing: -7.5%; aGal spleen mod: 2.3%; NPSR antagonist: -3.1%[46.1 µM]; IMPase Li inh: -4.9%[38.3 µM]; Epigenetic derep: -1.1%

What do the screens show for `CCOc1ccc(S(=O)(=O)Nc2ccccc2C(=O)N/N=C/c2c(OC)ccc3ccccc23)cc1`?
KinaseGlo FLuc: 4.0%; CBFb RUNX1 block: -0.1%; Lamin A splicing: -3.2%; aGal spleen mod: 2.9%; NPSR antagonist: -24.8%; IMPase Li inh: -1.6%; Epigenetic derep: 0.0%

What do the screens show for `COc1ccc(CNC(=O)c2c(O)c3cccc4c3n(c2=O)CCC4)cc1OC`?
KinaseGlo FLuc: -0.7%; CBFb RUNX1 block: 20.4%; Lamin A splicing: 3.4%; aGal spleen mod: -1.4%; NPSR antagonist: -14.5%[46.1 µM]; IMPase Li inh: 13.0%[38.3 µM]; Epigenetic derep: -1.3%

An excerpt. The share of hits here may be higher or lower than overall.
